Assay outcomes: PubChem, National Center for Advancing Translational Sciences (NCATS)
SNCA viab count: reduces viability of HEK-293 SNCA reporter cells | HEK-293-SNCA-luc viability, GF-AFC fluorescence, 24 h | Potency, µM (highest dose often 57.1 µM), for the others: at the highest dose activity change, negative = cytotoxicity, hits mostly cytotoxic | 0.12% of 150,000 active | AID 1671193;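 also: potency is read from the fitted curve at half-maximal effect; 0% = DMSO-treated cells and -100% = medium-only wells without cells; nearly all actives have a fitted effect of over 30% in size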
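Cytotoxicity counterscreen: after 24 h compound treatment of genome-edited SNCA-luciferase HEK-293 cells, live-cell protease substrate GF-AFC read by fluorescence after 30 min; activity scaled between DMSO (0%) and medium-only (-100%), curves Hill-fitted.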
NIH3T3 tox: NIH 3T3 cell cytotoxicity; Potency, µM (series often up to 96.7 µM), inactives show at the highest dose activity change, negative = cytotoxicity, actives largely listed as inhibitors; AID 1345082; NIH 3T3 viability, CellTiter-Glo ATP luminescence, 48-72 h; 4.3% of 94,000 active; also: potency is read from the fitted curve at half-maximal effect; nearly all actives have a fitted effect of over 55% in size
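First NIH 3T3 cells are plated at 400 cells/well; next compound is pinned in; then plates incubate 48 or 72 hr at 37 °C; finally CellTiter-Glo is added and luminescence read after 10 min.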
IP6K1 inhibitor: blocks human inositol hexakisphosphate kinase 1; AID 1645851; 0.81% of 140,000 active; IP6K1 kinase, ADP-Glo luminescence, 2 h; active compounds read low; Q92551; activity change, % (series mostly up to about 58 µM); in the data active = activity change below about -25%
Target sequence (Q92551 whole entry, looked up): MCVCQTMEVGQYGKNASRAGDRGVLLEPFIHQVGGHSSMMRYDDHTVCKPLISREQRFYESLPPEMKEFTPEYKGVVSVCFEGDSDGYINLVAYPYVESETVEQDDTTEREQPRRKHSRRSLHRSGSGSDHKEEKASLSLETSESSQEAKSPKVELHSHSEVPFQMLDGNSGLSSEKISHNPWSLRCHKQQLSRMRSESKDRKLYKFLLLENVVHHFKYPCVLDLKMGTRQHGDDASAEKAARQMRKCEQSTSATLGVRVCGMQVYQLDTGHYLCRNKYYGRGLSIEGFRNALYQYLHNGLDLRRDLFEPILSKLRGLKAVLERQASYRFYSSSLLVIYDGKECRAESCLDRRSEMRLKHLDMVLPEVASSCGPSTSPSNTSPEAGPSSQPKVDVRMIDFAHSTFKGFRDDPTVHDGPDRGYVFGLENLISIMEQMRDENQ
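ADP-Glo luminescence measures ADP made by human IP6K1 during a 2 h RT reaction with ATP/IP6 (mix at 1.3 mM/130 uM); top library doses 57.5 and 19.1 uM final.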
FLuc inh: Photinus pyralis luciferase inhibition; P08659; purified P. pyralis luciferase, luminescence, biochemical; Potency, µM (series often up to 115 µM), for inactives: top-dose activity change, negative = inhibition, hits mostly inhibitors; 2.5% of 76,000 active; also: potency is read from the fitted curve at half-maximal effect; nearly all actives have a fitted effect of over 65% in size
Target sequence (P08659 whole entry, looked up): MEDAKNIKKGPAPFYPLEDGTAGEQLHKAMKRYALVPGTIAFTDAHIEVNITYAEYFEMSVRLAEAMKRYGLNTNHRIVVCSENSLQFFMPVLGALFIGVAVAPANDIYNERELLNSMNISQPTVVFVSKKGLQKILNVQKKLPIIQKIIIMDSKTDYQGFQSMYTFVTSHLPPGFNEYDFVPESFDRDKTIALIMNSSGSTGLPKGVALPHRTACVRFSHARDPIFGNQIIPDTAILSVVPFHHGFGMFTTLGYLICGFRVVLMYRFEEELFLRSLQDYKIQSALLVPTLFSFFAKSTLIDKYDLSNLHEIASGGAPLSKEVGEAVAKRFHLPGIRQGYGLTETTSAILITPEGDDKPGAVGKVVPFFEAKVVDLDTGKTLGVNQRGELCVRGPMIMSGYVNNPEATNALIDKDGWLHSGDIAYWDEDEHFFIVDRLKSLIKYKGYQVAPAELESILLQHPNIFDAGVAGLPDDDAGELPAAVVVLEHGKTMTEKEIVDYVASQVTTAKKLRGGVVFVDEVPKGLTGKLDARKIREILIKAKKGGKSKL
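Luminescence read by CCD imaging after purified firefly luciferase (10nM final) was added to substrate buffer holding 10uM D-luciferin and 10uM ATP, pH 7.5, pre-dosed with compound.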
SNCA expr inhib: reduces expression of the alpha-synuclein gene; HEK-293 SNCA-luciferase knock-in, luminescence, 24 h; AID 1671194; 0.17% of 140,000 active; Potency, µM (top dose mostly 57.2 µM), for the others: top-dose activity change, negative = inhibition, actives largely listed as inhibitors;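 also: potency is read from the fitted curve at half-maximal effect; plate controls were DMSO cells for no effect and cell-free wells for full effect; nearly all actives have a fitted effect of over 45% in size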
GPT2 inh: inhibitors of human GPT2 alanine aminotransferase; 0.25% of 100,000 active; Potency, µM (top dose mostly 57.7 µM), for the others: at the top dose activity change, negative = inhibition, hits mostly inhibitors; AID 1671188; Recombinant GPT2, coupled pyruvate oxidase/HRP Amplex Red fluorescence; also: potency is read from the fitted curve at half-maximal effect; nearly all actives have a fitted effect of over 60% in size; many of its hits are not listed in these tables
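Recombinant GPT2 (10ng/uL) with 250uM a-KG and 2mM L-alanine, 30 min at room temperature, in HEPES pH 7.5 buffer. Pyruvate detected by pyruvate oxidase/HRP/Amplex Red fluorescence after 30 min in the dark; AOA (50uM) as positive control.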
HEK cytotox: kills HEK 293 cells | 6.6% of 94,000 active | HEK 293 viability, ATP luminescence (CellTiter-Glo), 48-72 h | Potency, µM (top dose mostly 115 µM), for inactives: at the highest dose activity change, negative = cytotoxicity, usual class: inhibitors; also: potency is read from the fitted curve at half-maximal effect; nearly all actives have a fitted effect of over 60% in size
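Read-out: CellTiter-Glo ATP luminescence. Cells: HEK 293, 250 cells/well. Exposure: 48 or 72 hr, 37 degree Celsius.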
Active calls of the source: *; i = inactive; ? = inconclusive; / = not tested or not shown; & = joins results of further samples; [ ] = remark or other dose. Unless noted, calls follow the shape of the dose curve; as a rule, active = well fitted curve in the direction sought with a large enough effect; inconclusive = small, poorly fitted or top-dose-only effect, or another doubt; inactive = no such curve, though single readings can be large; an effect the other way counts as inactive or inconclusive. Unless noted, % is scaled to controls: 0 for no effect and ±100 for the full control effect.

mol | SNCA expr inhib | GPT2 inh | HEK cytotox | IP6K1 inhibitor | FLuc inh | SNCA viab count | NIH3T3 tox
O=C(NC[C@H]1O[C@H](Cc2cc(-c3ccccn3)on2)CC[C@@H]1O)Nc1ccccc1 | -6.1%[87.6 µM] | -6.6%[88.5 µM] | 3.4%[172 µM] | 4.3 | -1.0%[172 µM] | -6.2%[87.6 µM] | 3.9%[138 µM]
CNC(=O)CCn1ncc2cc(OCc3ccccc3-c3ccc(OC)cc3)ccc21 | 4.7%[87.6 µM] | 0.9%[88.5 µM] | 100µM* | -4.5 | -3.8%[172 µM] | -20.2%[87.6 µM] | 89.1µM*
CCOc1ccc(CC(=O)NCCS(=O)(=O)N2CCN(c3ccccc3OC)CC2)cc1 | -14.0% | / | / | 2.6 | / | -3.2% | /
O=C(O)c1ccc(CN2Cc3[nH]cnc3C[C@H]2c2nc(-c3ccc4ccccc4c3)no2)cc1 | 5.2% | ? | -20.5% | 3.9 | ? | 3.8% | -1.9%
Cc1nnc(N2CCCC(C(=O)NCCN(C)C)C2)c2nn(-c3ccccc3)c(C)c12 (configuration not stated) | -12.0% | / | / | 1.2 | / | ? | /
COc1ccc(Nc2nc(-c3cccc(Cl)c3)c3c(n2)-c2ccccc2OC3)cc1 | ? | / | / | -17.1 | / | -0.6% | /
CCc1noc(-c2cccn3c(CNC(=O)c4cccc(F)c4)nnc23)n1 | 4.4% | i | -8.2% | 39.8 | 1.7% | 2.4% | -5.4%
CCN(CC)c1nc2ccccc2nc1C(=O)Nc1cccc(C(C)=O)c1 | -21.3% | / | / | -1.9 | / | ? | /
O=C(NCc1cccnc1)c1ccc(-c2ccc(N3CCSCC3)nc2)cc1 | 26.2% | ? | 10µM* | 6.8 | ? | -13.4% | 4.47µM*
Nc1c(-c2nc(-c3ccc(F)cc3)cs2)c2ccccn2c1C(=O)c1ccc2c(c1)OCO2 | -5.0% | / | / | 8.1 | / | 0.5% | /
COc1ccc(C(=O)NC2CCN(c3cc(-c4cccs4)[nH]n3)C2)c(C)c1 (configuration not stated) | 11.4% | ? | ? | -3.1 | -15.4% | ? | -32.4%
Cc1ccc(S(=O)(=O)NC[C@H]2O[C@@H](CC(=O)N3CCCC3)[C@H](O)[C@@H]2O)cc1 | -1.7%[87.6 µM] | 1.0%[88.5 µM] | -8.3%[172 µM] | 14.6 | -4.4%[172 µM] | 2.6%[87.6 µM] | -12.4%[174 µM]
Cc1cc(C)cc(C(=O)NCc2nnc3ccc(-c4ccccc4)nn23)c1 | -28.1% | -6.0% | ? | 11.4 | 0.0% | -16.1% | -22.3%
COc1ccc(CN2CCc3ncc(C(=O)Nc4ccccc4C)n3CC2)cn1 | 3.9%[87.6 µM] | 4.6%[88.5 µM] | i | -2.3 | 1.3%[172 µM] | 4.6%[87.6 µM] | ?
O=C(c1ccncn1)N1CCC(Oc2cnc3c(ccn3-c3cncnc3)c2)CC1 | 10.3%[87.6 µM] | -13.4%[88.5 µM] | ? | -3.1 | 7.6%[172 µM] | -4.2%[87.6 µM] | -19.3%[138 µM]
COC(=O)CNC(=O)c1cc(-c2ccc(Cl)nc2)c2cnn(C)c2n1 | 21.7% | 3.8% | -32.3% | -2.6 | / | -5.0% | ?
NCc1cccc(-c2cccc(O)c2)c1 | 29.7%[87.6 µM] | -9.5%[88.5 µM] | -11.2%[172 µM] | -0.8 | / | -3.0%[87.6 µM] | -21.2%[138 µM]
O=C(O)CCCC(=O)N1C[C@@H](C(=O)O)[C@H](c2ccc3c(c2)OCO3)C1 | -19.4% | -20.3% | -12.9% | 8.9 | -6.2% | -8.1% | i
CCc1cccc2c(C(CC(=O)NCCOC)c3ccc(OC)c(OC)c3)c[nH]c12 (configuration not stated) | -0.3% | i | -3.8% | 6.1 | 5.0% | -2.8% | -7.3%
COC(=O)C1=C(C)N=C2SC=C(CC(=O)NCC3CC3)N2C1c1ccccc1OC (configuration not stated) | -15.9% | -2.9% | ? | 6.1 | -4.6% | 0.9% | -9.0%

The final 3 records of the part above open the next one:
mol | SNCA expr inhib | GPT2 inh | HEK cytotox | IP6K1 inhibitor | FLuc inh | SNCA viab count | NIH3T3 tox
O=C(O)CCCC(=O)N1C[C@@H](C(=O)O)[C@H](c2ccc3c(c2)OCO3)C1 | -19.4% | -20.3% | -12.9% | 8.9 | -6.2% | -8.1% | i
CCc1cccc2c(C(CC(=O)NCCOC)c3ccc(OC)c(OC)c3)c[nH]c12 (configuration not stated) | -0.3% | i | -3.8% | 6.1 | 5.0% | -2.8% | -7.3%
COC(=O)C1=C(C)N=C2SC=C(CC(=O)NCC3CC3)N2C1c1ccccc1OC (configuration not stated) | -15.9% | -2.9% | ? | 6.1 | -4.6% | 0.9% | -9.0%
Cc1cc(C)cc(-c2ccc(CN3CCCC3C(=O)Nc3ccc(F)cc3)cc2)c1 (configuration not stated) | 0.7% | -3.5% | ? | -5.3 | / | -6.7% | ?
COc1ccc2[nH]c3c(c2c1)CCN(C)C31CCN(C(=O)c2nccc3ccccc23)CC1 | 16.0% | i | 1.2% | 7.2 | 9.8% | -4.8%[12.5 µM] | -5.5%
CCC(CC)C(=O)N[C@H]1CCN2C(=O)c3cc(-c4cc(Cl)ccc4OC)ccc3NC(=O)[C@@H]2C1 | 7.6% | -9.8% | 2.6% | 7.7 | 0.4% | -2.1% | -8.8%
COc1cc(Cl)c(C)cc1NC(=O)Cn1cc(S(=O)(=O)N2CCN(c3ccccc3F)CC2)c2ccccc2c1=O | 13.6% | / | / | 1.2 | / | -0.3% | /
CC[N+](C)(C)c1cccc(O)c1 | 9.5% | -0.9%&-1.8% | / | 28.6 | / | 3.2% | /
Cc1nn(-c2ccccc2)c2c1C(C1CC1)N(C1CCN(Cc3ccsc3)CC1)C2=O (configuration not stated) | / | / | -10.0% | -1.8 | / | / | -18.6%
O=c1[nH]c(CC2CC2)nc2c1CCN(CC1(O)CCCNC1)C2 (configuration not stated) | 2.4% | i | i | 7.2 | 7.1% | 0.1% | i
O=C(c1cccc(F)c1)N1CCN(c2cc(-c3cccs3)[nH]n2)CC1 | 24.0% | i | ? | 25.8 | 6.3% | 4.8% | ?
CCc1ccc(CNC(=O)CN2CC3CC(C2)[C@H]2CCCC(=O)N2C3)cc1 (some centres not stated) | -16.0% | i | -1.0% | 3.2 | -1.3% | 1.4% | -11.8%
CCc1cccc(NC(=O)C2CCN(C(=O)c3ncn4c3COC(c3ccc(OC)cc3)C4)CC2)c1 (configuration not stated) | 22.4% | 4.0% | -4.1% | 0.0 | ? | -6.3% | -2.1%
O=C1N(Cc2ccccc2)c2ccccc2C1(O)c1c[nH]c2ccccc12 (configuration not stated) | ? | / | / | 9.6 | / | -13.6% | /
CC(=O)OCc1cnc(C)c2oc(=O)c(C(=O)Nc3ccc(C)cc3Cl)cc12 | 2.5% | / | / | -8.1 | / | -3.2% | /
COc1ccccc1-c1noc(-c2ccc(NC3CCCCC3)c([N+](=O)[O-])c2)n1 | 94.7%[activator] | / | / | -11.1 | / | -3.4% | /
CCOC(=O)C1(C)C=C(Nc2ccc(C(=O)O)cc2)C(=O)N1c1ccc(C(=O)O)cc1 (configuration not stated) | 21.3% | / | / | 0.2 | / | 11.7% | /
COc1ccc(CNS(=O)(=O)c2cc(Br)cc3c2N(C(C)=O)C(C)C3)cc1 (configuration not stated) | -13.7% | / | / | -2.2 | / | 4.4% | /
COCC(=O)N1CCCN(Cc2c(F)ccc(C)c2F)CC1 | -15.3% | 1.9% | i | 3.5 | -2.3% | 0.2% | -25.3%
CCCn1c2ccc(F)cc2c2nnc(SCCN(CC)CC)nc21 | 1.7% | / | / | 26.5 | / | -9.0% | /
CCOC(=O)c1ccc(N2C(=O)c3n[nH]c(-c4ccco4)c3C2c2ccc(OCC)cc2)cc1 (configuration not stated) | 20µM* | / | / | 24.5 | / | ? | /
COC(=O)c1sccc1S(=O)(=O)N(CC(=O)Nc1ccccc1)c1ccccc1 | 34.0%[activator] | / | / | -1.7 | / | -4.1% | /
O=C(c1ccc(F)cc1)n1nc(-c2ccc(Cl)cc2)nc1NCc1ccco1 | 75.3%[activator] | / | / | 17.5 | / | -3.5% | /

Copied from the list:
Reading of CCCn1c2ccc(F)cc2c2nnc(SCCN(CC)CC)nc21 under IP6K1 inhibitor: 26.5
Reading of CCOC(=O)C1(C)C=C(Nc2ccc(C(=O)O)cc2)C(=O)N1c1ccc(C(=O)O)cc1 (configuration not stated) under IP6K1 inhibitor: 0.2
Reading of COc1ccc(CNS(=O)(=O)c2cc(Br)cc3c2N(C(C)=O)C(C)C3)cc1 (configuration not stated) under IP6K1 inhibitor: -2.2
Reading of COc1ccc2[nH]c3c(c2c1)CCN(C)C31CCN(C(=O)c2nccc3ccccc23)CC1 under NIH3T3 tox: -5.5%
Reading of O=c1[nH]c(CC2CC2)nc2c1CCN(CC1(O)CCCNC1)C2 (configuration not stated) under SNCA expr inhib: 2.4%
Reading of Cc1nn(-c2ccccc2)c2c1C(C1CC1)N(C1CCN(Cc3ccsc3)CC1)C2=O (configuration not stated) under NIH3T3 tox: -18.6%

Additional results:
mol | SNCA expr inhib | GPT2 inh | HEK cytotox | IP6K1 inhibitor | FLuc inh | SNCA viab count | NIH3T3 tox
O=S(=O)(c1ccccc1)N1CC[C@@H]2COCCN(Cc3cccnc3)[C@@H]2C1 | -14.1% | -0.6% | ? | 0.0 | 7.4% | 0.4% | -24.4%
CC(=O)Nc1ccc(CN2CCc3nc(C(C)C)nc(-c4ccc(Cl)cc4)c3CC2)cc1 | -2.0% | -1.1% | ? | 2.1 | / | -4.7% | -27.3%
O=C(CN1C(=O)C(c2ccccc2)=NC12CCCC2)N1CCc2ccccc21 | -9.5% | -2.7% | ? | 4.1 | -3.5% | -4.7%[12.5 µM] | ?
C=CCC(CC=C)(CNC(=O)C(=O)Nc1cc(C)ccc1OC)c1ccc(OC)c(OC)c1 | 8.8% | / | / | 8.5 | / | -10.9% | /
O=C(CCn1ccn2nc3c(c2c1=O)CCCC3)Nc1cccc(C(F)(F)F)c1 | -15.1% | i | ? | 33.2 | -9.4% | -10.2% | -26.7%
COCCC(=O)N[C@H]1CC[C@]2(C)CCC([C@H](C)C(=O)N(C)Cc3ccccc3)[C@H](O)[C@H]2[C@@H]1C (some centres not stated) | -2.1% | -6.9% | -16.8% | 1.7 | -0.9% | -0.8% | -17.4%
COCCn1cnc2ccc(-c3ccccc3)nc2c1=O | 35.5%[activator][87.6 µM] | i | 3.3%[230 µM] | -6.1 | ? | 7.9%[87.6 µM] | ?
CCOC(=O)c1ccc(Nc2c(-c3cccc(O)c3)nc3nc[nH]n23)cc1 | 87.4%[activator] | / | / | -18.6 | / | -0.6% | /

Compounds were not picked by outcome; about 7.8% have a hit in one of these screens.
